SMARCA2 activ: activators of SMARCA2 function; hit rate 1% among 370,000; activation, % at 9.1 µM; MG213 cells, MMTV-luciferase reporter, dexamethasone, overnight; AID 652017; in the data active means activation above about 7.8%;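 further: 0% = vehicle wells and 100% = reference activator wells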
hcDAF12 agonist: activates DAF-12 receptor from parasite H. contortus. HEK293 hcDAF-12 lit1-tk-luc reporter, luminescence; 0% DMSO, 100% Δ7-dafachronic acid. activation, % at 6.8 µM. hit rate 1.4% among 370,000. AID 652067;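 active means activation above the mean of all tested compounds plus 3 SD, cut at about 5.5% in these data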;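 further: 100% = response to 3 µM Δ7-dafachronic acid high control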
hgDAF12 agonist: agonists of H. glycines DAF-12 nuclear receptor | hit rate 1.8% among 370,000 | activation, % at 6.8 µM | HEK293 GAL4-hgDAF12 UAS-luciferase reporter, agonist luminescence; normalized to butyrate control;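 active means activation above a cutoff set at the mean of all screened compounds plus 3 SD, cut at about 10% in these data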;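 further: 0% = DMSO wells and 100% = sodium butyrate wells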
ssDAF12 agonist: S. stercoralis DAF-12 activation, primary screen; HEK293 ssDAF-12/GRIP1 lit1-tk-luc reporter, luminescence; % of 3 µM dafachronic acid response; activation, % at 6.8 µM; hit rate 1% among 370,000;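 active means activation above the mean over all tested compounds plus 3 SD, cut at about 0.9% in these data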;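 further: 0% = DMSO-only wells and 100% = 3 µM delta7-dafachronic acid wells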
sPLA2-III inh: Inhibits HGIII-sPLA2 liposome hydrolysis, primary screen; QFRET BODIPY PC-A2 liposome hydrolysis, fluorescence; inhibition, % at 12.2 µM; hit rate 0.56% among 370,000;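 active means inhibition above mean plus 3 SD of compounds lying within the high and low control bounds, cut at about 19% in these data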;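 further: 0% = median of test compound wells and 100% = no enzyme DMSO wells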
Target sequence (Q9NZ20 whole entry, looked up): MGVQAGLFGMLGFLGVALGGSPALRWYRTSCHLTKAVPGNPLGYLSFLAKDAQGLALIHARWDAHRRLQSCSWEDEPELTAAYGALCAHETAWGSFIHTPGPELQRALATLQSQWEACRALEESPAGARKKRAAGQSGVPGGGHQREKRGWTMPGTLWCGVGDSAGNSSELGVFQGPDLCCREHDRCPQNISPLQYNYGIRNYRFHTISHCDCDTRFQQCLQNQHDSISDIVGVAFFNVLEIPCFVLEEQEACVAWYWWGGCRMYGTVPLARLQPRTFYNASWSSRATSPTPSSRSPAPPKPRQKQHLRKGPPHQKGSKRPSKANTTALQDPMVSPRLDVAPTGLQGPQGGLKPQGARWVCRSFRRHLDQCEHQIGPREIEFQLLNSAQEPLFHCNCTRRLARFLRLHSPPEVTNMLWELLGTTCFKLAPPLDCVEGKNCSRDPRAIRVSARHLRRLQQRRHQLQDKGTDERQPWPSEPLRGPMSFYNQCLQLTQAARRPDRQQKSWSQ
proKLK7 act: activators of human kallikrein-7 zymogen. P49862. purified proKLK7, EDANS-DABCYL substrate fluorescence; 100% is mature enzyme control, 0% vehicle. activation, % at 7 µM. hit rate 0.9% among 370,000. AID 652039;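 active means activation above the mean of all tested compounds plus 3 SD, computed per campaign excluding outliers beyond control limits, cut at about 13% in these data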
Target sequence (P49862 whole entry, looked up): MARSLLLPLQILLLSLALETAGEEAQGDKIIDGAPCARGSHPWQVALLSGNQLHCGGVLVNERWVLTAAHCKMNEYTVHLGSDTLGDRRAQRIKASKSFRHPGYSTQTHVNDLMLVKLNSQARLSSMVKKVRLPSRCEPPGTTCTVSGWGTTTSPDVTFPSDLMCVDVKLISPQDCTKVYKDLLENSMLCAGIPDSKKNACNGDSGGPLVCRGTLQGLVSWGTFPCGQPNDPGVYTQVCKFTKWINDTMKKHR
GAA850 FXN act: frataxin GAA850 promoter activation; HEK293 lucGAA850 FXN promoter luciferase reporter, 24 h; percent of 10 µM SAHA response; activation, % at 6 µM; hit rate 0.56% among 360,000;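 active means activation above the average of all compounds screened plus 3 SD, cutoff fixed separately per campaign, cut at about 7.5% in these data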;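 further: 0% = DMSO wells and 100% = 10 µM SAHA wells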
DAX1 inh-1: blocks DAX1 repression of SF-1 activated StAR promoter; hit rate 1.1% among 370,000; HEK293T StAR-luciferase reporter, SF-1/DAX-1 repression relief; AID 652010; inhibition, % at 6.8 µM;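 active means inhibition above the mean over all tested compounds plus 3 SD, cut at about 3.6% in these data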;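 further: 0% = DAX-1 cells with DMSO and 100% = cells lacking DAX-1 with DMSO; higher inhibition means more luminescence from relief of DAX-1 repression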
NPR2 activator: GC-B (human) receptor activation | activation, % at 10 µM | hit rate 0.11% among 370,000 | HEK293-GC-B cells, CNP EC30, cGMP TR-FRET; 0% at EC30 CNP, 100% saturating CNP | P20594;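 active means activation at 10 µM reaching about 35% in either raw or pattern-adjusted values, limit read from the data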
GC-A act: GC-A (human) enzyme activation | P16066 | HEK293 GC-A cells, cGMP TR-FRET, EC30 ANP; 0% at EC30 ANP, 100% saturating ANP | activation, % at 10 µM | hit rate 0.14% among 370,000 | AID 1671463; in the data active means activation above about 40%
DAX1 inh-2: inhibitors of human orphan nuclear receptor DAX1 (NR0B1); AID 504766; HEK293 Gal4-DAX1 luciferase reporter, luminescence; P51843; hit rate 0.99% among 340,000; inhibition, % at 6.75 µM;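 active means inhibition above the mean over all tested compounds plus 3 SD, cut at about 4.2% in these data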;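 further: 0% = DAX1-transfected cells with DMSO and 100% = empty-vector control cells with DMSO; inhibition shows as a rise in luminescence from relieved DAX1 repression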
Target sequence (P51843 207-470 limits assumed): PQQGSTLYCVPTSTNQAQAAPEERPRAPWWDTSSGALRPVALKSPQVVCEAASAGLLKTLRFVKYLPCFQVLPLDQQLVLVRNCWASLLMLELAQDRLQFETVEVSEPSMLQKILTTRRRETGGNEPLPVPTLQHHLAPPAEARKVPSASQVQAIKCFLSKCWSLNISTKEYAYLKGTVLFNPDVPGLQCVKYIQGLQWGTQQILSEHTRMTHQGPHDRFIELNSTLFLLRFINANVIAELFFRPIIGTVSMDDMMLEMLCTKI
* hit, by the source's call; . = not tested or not shown.

SMILES	SMARCA2 activ	hcDAF12 agonist	hgDAF12 agonist	ssDAF12 agonist	sPLA2-III inh	proKLK7 act	GAA850 FXN act	DAX1 inh-1	NPR2 activator	GC-A act	DAX1 inh-2
CC(C)Cn1c(N)c(C(=O)COC(=O)CCc2nc3ccccc3s2)c(=O)n(C)c1=O	-5	-2.1	-1.1	-2.7	-9	0.5	0.5	-2.6	-3	0	-2.7
O=C(COC(=O)/C=C/c1ccc(C(F)(F)F)cc1)NC1CC1	-2	-1.1	-0.4	-1.4	11	0.0	1.1	-0.4	-1	-1	-0.2
CSc1nc(NCc2ccco2)c2ccccc2n1	-3	-1.9	-3.1	-1.8	-12	-0.6	4.9	-1.4	1	0	-0.9
COc1cc(C(=O)NCCc2ccc(S(N)(=O)=O)cc2)cc(OC)c1OC	1	0.2	-0.3	-2.2	-2	0.7	2.0	0.8	5	7	-0.3
CCN(CC)S(=O)(=O)c1cc(OC)c(C)cc1C	-4	0.3	2.1	-1.3	3	0.4	2.5	0.5	-7	3	0.6
Cc1cc(O)ccc1NC(=O)c1ccccc1	-2	-1.7	-0.8	-1.7	-6	-0.3	0.4	-0.7	5	2	0.1
CC(C)(C)NC(=O)C(c1ccncc1)N(C(=O)C1CSC(=O)C1)c1ccccc1 (stereo unspecified)	1	-1.2	-2.0	-1.1	1	0.5	0.6	0.4	-6	-9	1.3
CCCCNS(=O)(=O)c1ccc(OC)c(Cl)c1Cl	-3	1.7	-1.8	-1.6	-8	0.9	-0.7	-0.7	2	0	0.0
CC(C)(C)NC(=O)c1oc2ccccc2c1COc1ccccc1	-2	0.5	-0.9	-2.0	-3	0.7	2.9	-0.9	-2	5	-0.6
Cc1cc(C)c(C#N)c(Sc2nnnn2-c2ccccc2)n1	3	1.4	1.8	-1.8	6	0.3	-0.9	0.9	5	1	0.4
COc1ccc(NCC(=O)N/N=C/C2CCCCC2)cc1	-3	-0.1	0.4	-1.4	3	-0.2	1.3	0.2	-3	-3	1.8
CC(C)OCCCNC(=O)c1cn(C)c2ccc(S(=O)(=O)N3CCCC3)cc2c1=O	-1	-0.9	0.8	-0.8	7	0.4	1.4	0.3	-3	-1	0.5
N#Cc1c(N2C(=O)Nc3ccccc3N2O)sc2c1CCCC2	5	0.6	0.2	-0.9	-9	0.2	1.8	0.0	0	0	-0.4
COc1ccccc1-c1cccc([C@@H]2C[C@H]3[C@H](CON3C)CN2C)c1	-3	-0.7	-2.5	-0.5	4	0.0	1.1	3.8*	2	1	0.4
O=C(c1cccc(S(=O)(=O)N2CCOCC2)c1)N1CCN(c2ccc(F)cc2)CC1	2	-1.4	-0.7	0.4	5	-0.6	-1.1	-0.7	-3	0	0.4
COc1ccc(-c2cc3nc(C)c(CCC(=O)N4CCN(c5ccccn5)CC4)c(C)n3n2)c(OC)c1	0	-0.9	3.3	-1.5	6	-0.8	-1.1	-0.4	1	-4	-0.1
O=C(COC(=O)CCCN=C1NS(=O)(=O)c2ccccc21)NNC(=O)c1ccccc1	-2	0.2	3.2	-1.1	9	0.0	0.3	-1.0	4	4	-0.5
Cc1n(CC(O)COC2CCCCC2)c2ccccc2[n+]1C (stereo unspecified)	1	-1.6	-1.4	-1.2	5	0.2	-1.9	0.3	-2	4	0.9
CCC(Sc1nc2ccncc2[nH]1)C(=O)Nc1ccc(C)c(Cl)c1 (stereo unspecified)	-1	1.1	1.3	-0.7	-41	0.4	0.7	1.0	-11	-7	0.6
C[C@H]1C2CC(OC(=O)Nc3ccc4c(c3)OCO4)C(C2)[C@H]2CCCCN21 (stereo partly specified)	-2	1.2	-0.8	-0.2	9	-0.7	.	-0.2	3	2	.
Cn1c(=O)cc(OCC(=O)NC2CCCCC2)c2ccccc21	-2	-1.6	-1.1	-1.4	-1	-0.5	2.2	0.6	3	3	0.3
COc1cccc(/C=C/C(=O)OCC(=O)Nc2ccc(Cl)c(S(=O)(=O)N(C)C)c2)c1OC	-7	0.4	-2.8	-0.8	-20	-0.7	1.4	0.0	6	0	2.6
CC1(c2ccccc2)NC(=O)N(CC(=O)NC(=O)NC2CCCC2)C1=O (stereo unspecified)	-3	0.0	1.9	-1.0	-6	0.3	0.5	-0.1	8	-2	0.3
CCn1c(=O)n2n(c1=O)[C@@]1(C=C3CCCC[C@H]32)N=C(NC(=O)c2ccccc2)N(Cc2ccccc2)[C@H]1Cc1ccccc1	.	-1.7	-2.8	-1.7	11	.	.	.	1	0	.
CC(=O)Nc1nc(C)c(-c2nc3ccc([N+](=O)[O-])cc3[nH]2)s1	2	-1.3	-0.9	-0.8	4	-0.5	1.7	0.5	21	19	2.2
O=C(COc1ccc(Cl)cc1)Nc1ccc2oc(=O)ccc2c1	-1	-3.2	-1.3	-1.3	0	0.5	-1.9	-0.4	-1	0	4.0
CC(C)C(=O)Nc1cccc(NC(=S)NC(=O)c2cccs2)c1	3	0.7	4.9	-0.7	10	-1.1	1.8	4.1*	7	-3	0.0
CCC(Cc1ccccc1)NC(=O)CN1C(=O)CSc2ncccc21 (stereo unspecified)	2	1.4	-3.2	-1.1	5	-0.6	0.1	-1.0	4	0	0.4
CCNC(=O)C1CC(=O)N(Cc2ccc3c(c2)OCO3)C(=Nc2ccc(OCC)cc2)S1 (stereo unspecified)	-2	-2.0	2.2	-1.1	-6	-0.4	-1.1	-0.2	-3	-2	1.5
O=C(Nc1ccc(Cl)cc1C(F)(F)F)C(Sc1nnc(-c2cccs2)o1)c1ccccc1 (stereo unspecified)	0	0.3	7.4	-0.7	5	0.1	1.0	0.8	-3	-1	1.5
CCCN(CC(=O)Nc1ccc(Cl)cc1Cl)C(=O)/C=C/c1cccc([N+](=O)[O-])c1	-1	1.0	-1.5	-1.3	5	-0.8	-2.0	0.0	7	3	-0.1
Cc1cc(NCCCN2CCOCC2)n2c(nc3ccccc32)c1C#N	3	-1.0	1.6	-0.9	-2	31*	0.1	-0.1	-5	-2	0.4
COc1cc(NC(=O)CSc2nc3c(c(=O)n(C)c(=O)n3C)n2C)cc(OC)c1	-3	-0.9	-0.3	-0.6	4	0.3	-0.8	-0.3	0	-5	0.7
Cc1c(OCc2ccccc2)cccc1OCc1ccccc1	1	-0.4	2.5	-1.2	-2	0.2	2.5	-0.2	-6	1	0.9
O=C(CN1CCN(C(=O)c2cccs2)CC1)Nc1ccc(Br)cc1	-2	-2.8	1.3	-1.6	-2	0.7	-0.4	-0.1	-1	2	1.1
N#CC1(NC(=O)COC(=O)c2ccccc2[N+](=O)[O-])CCCCC1	6	-0.1	1.4	-0.4	0	-0.4	2.1	-0.8	1	1	-0.3

Some of the entries so far, with two lines to a compound:
Under each structure – SMARCA2 activ | hcDAF12 agonist | hgDAF12 agonist | ssDAF12 agonist | sPLA2-III inh | proKLK7 act | GAA850 FXN act | DAX1 inh-1 | NPR2 activator | GC-A act | DAX1 inh-2
- Cc1c(OCc2ccccc2)cccc1OCc1ccccc1
→ 1 | -0.4 | 2.5 | -1.2 | -2 | 0.2 | 2.5 | -0.2 | -6 | 1 | 0.9
- O=C(CN1CCN(C(=O)c2cccs2)CC1)Nc1ccc(Br)cc1
→ -2 | -2.8 | 1.3 | -1.6 | -2 | 0.7 | -0.4 | -0.1 | -1 | 2 | 1.1

Remaining list, next part
SMILES	SMARCA2 activ	hcDAF12 agonist	hgDAF12 agonist	ssDAF12 agonist	sPLA2-III inh	proKLK7 act	GAA850 FXN act	DAX1 inh-1	NPR2 activator	GC-A act	DAX1 inh-2
NC(=O)c1cc([N+](=O)[O-])ccc1NCc1cccnc1	-2	-1.9	-0.9	0.1	0	0.3	6.3	0.0	-2	1	0.1
COCCCNC(=O)C1CCN(c2nc(C)cc(C)n2)CC1	-1	-1.7	-0.5	-1.8	-1	0.3	0.7	0.3	3	-1	0.7
CC1CCC(=NNC(=O)Cc2cccn2C)CC1 (stereo unspecified)	-2	-0.3	-0.1	-1.1	0	0.7	2.0	0.1	2	0	1.8
Cc1cc(C)c(NC(=O)COC(=O)/C=C/c2cccs2)c(C)c1	-1	0.2	1.9	0.1	7	0.1	3.0	-0.5	2	0	3.0
NS(=O)(=O)c1cccc(NC(=O)CSc2nnc(C3CC3)n2-c2ccccc2)c1	2	-1.3	0.5	-1.6	1	-0.1	-1.9	-0.5	1	-4	0.8
CCc1cc(C(=O)OC)c(NC(=O)CN2CCN(C(=O)c3ccco3)CC2)s1	0	-1.3	-3.0	-1.3	-1	-0.7	0.5	-0.8	2	2	-0.4
COC(=O)c1cc(=O)n(Cc2ccc(F)cc2)c(=Nc2ccccc2)s1	-4	-2.0	-2.6	-1.3	11	-0.1	4.0	0.4	-12	-11	0.4
CN(CC(=O)Nc1ccc(F)cc1)C(=O)C1CCN(C(=O)Nc2ccccc2)CC1	-3	0.0	-2.2	-0.5	8	-0.5	-0.4	-0.1	-1	-2	1.0
CCOC(=O)c1sc(NC(=O)C(C)Sc2nnc(N)s2)nc1C (stereo unspecified)	2	0.6	-3.1	-0.7	1	0.0	1.7	1.0	0	1	0.9
Cc1cc(N2CCCC2=O)c(N)cc1N	0	1.7	-2.5	-1.7	-1	-0.1	-1.4	-0.1	5	1	-0.3
COc1ccc(C(=O)/C=C/c2ccc(N3CCCCC3)c([N+](=O)[O-])c2)c(OC)c1	-5	-2.8	0.9	-2.0	-9	0.4	-0.2	-1.5	2	2	-1.9
Cc1ccc(-c2nc(C(=O)NCC3CCCO3)cc3c2[nH]c2ccccc23)cc1 (stereo unspecified)	-4	-4.4	-5.7	-1.6	-17	-3.2	-9.2	-4.2	4	7	-6.0
Cc1ccc(/C(N)=N/OC(=O)Cc2cccc3ccccc23)cc1	1	1.1	-0.1	-0.8	-5	0.4	1.7	-0.1	-7	2	-0.4
COC(=O)C1=C(C)N(Cc2ccc(F)cc2)C(=S)NC1c1ccccc1 (stereo unspecified)	0	-0.3	-1.2	-0.8	8	0.3	.	-0.6	-6	0	.
O=C(NC(=S)Nc1cccc(NC(=S)NC(=O)c2ccccc2)c1)c1ccccc1	0	5.3	3.8	0.2	2	-1.2	0.8	-1.1	-3	-2	-2.4
CN1CCN(C(=O)c2cc3c(c(-c4cccc(-c5cccnc5)c4)n2)[C@@H](CCO)N(C(=O)CC2CC2)C3)CC1	-6	-2.0	0.6	-0.7	14	0.4	.	-0.2	-6	-5	.
Cc1ccc(S(=O)(=O)N(Cc2ccccc2)Cc2ccco2)cc1	-3	-0.1	-2.0	-1.2	-6	-0.3	0.9	0.2	-3	-4	-0.2
COc1ccc(CCNc2ccc(N3C(=O)CC(C)C3=O)cc2[N+](=O)[O-])cc1OC (stereo unspecified)	-8	-3.6	-4.1	-2.4	12	-0.3	-1.6	-3.1	1	9	-3.6
O=C(NCCN1CCN(c2ccccc2)CC1)C1CCN(S(=O)(=O)c2cccc3nonc23)CC1	-2	-0.6	-0.2	-0.8	-1	-0.4	0.3	0.2	3	2	-1.0
COC(=O)N1C(=O)[C@](c2ccc(OC)cc2)(C(C)C)N1C(=O)OC	1	-1.6	-1.7	-1.4	5	-0.4	2.5	-0.9	2	0	-1.0
CCCC(C)NC(=O)CSc1nnc(-c2c[nH]c3ccccc23)o1 (stereo unspecified)	1	-1.8	-4.2	-1.6	-14	-1.0	0.5	-0.8	0	-5	-1.2
CCOc1ccc2ccccc2c1C(=O)N1CCN(c2ccccc2)CC1	-1	0.3	2.4	-1.8	1	-0.2	-3.5	-2.7	-4	0	-2.4
